# BRCA1 expr act = qHTS Assay to Identify Small Molecule Activators of BRCA1 Expression; MCF7-BRCA1-FFLuc reporter, luminescence, 48 h; response scale: scaled: vehicle 0%, 10 µM genistein 100%; Potency, µM (doses to about 46.1 µM), without a hit: top-dose activation, most hits filed as activators; hit rate 1.1% among 380,000; active = well fitted activation curve with a large enough effect; inconclusive = small, poorly fitted or top-dose-only effect; inactive = no such curve, though single readings can be large or run the other way; also: nearly all actives have a fitted effect of over 80% in size; some results filed as inactive show a strong effect at the top dose
#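 MCF7-BRCA1-FFLuc cells, 2000/well in phenol-red-free MEM, attached 2 h then treated 48 h at 37 C. Luciferase luminescence read 15 min after reagent; normalized to genistein maximum activation (10microM) and DMSO, concentration-response fitted.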
# * = called active by the depositor; ? = inconclusive. Potency is read from the fitted curve at half-maximal effect. Only part of the results is shown. The share of hits here may be higher or lower than overall.
SMILES,BRCA1 expr act
Cc1ccc(NC(=O)c2cc(-c3cc(F)ccc3OCC3CCCO3)n[nH]2)cc1NS(C)(=O)=O (configuration not stated),-19.6%
CC(=O)CC1c2cc(F)ccc2C=C(c2ccsc2)N1c1ccc(-c2cccnc2)cc1 (configuration not stated),-47.6%
O=C(CCCN1C(=O)C(c2ccccc2)Oc2cccnc21)Nc1ccc(Br)cc1F (configuration not stated),-9.5%
Cc1ccc(NC(=O)Cn2c(=O)n(Cc3ccc4c(c3)OCO4)c(=O)c3ccc(C(=O)NC4CCCCC4)cc32)c(C)c1,17.8%
CCCCc1ccc(C(=O)Nc2ccc3nc(N(CC)CC)cc(C)c3c2)cc1,7.9%
CC1(C(=O)NS(=O)(=O)Cc2ccccc2)CCN1C(=O)Cc1ccccc1 (configuration not stated),66.8%
Cc1c2cnccc2c(C)c2c1c1ccccc1n2CCOC(=O)c1ccccc1,3.6%
CCCCN(C=O)c1c(CC)nc2ccc(C(=O)NCc3ccccc3OC)cn12,-6.3%
COc1ccc(C=C(C(=O)c2ccccc2)c2ccccc2)cc1,-41.4%
O=C(NCCn1cc(SCc2ccc(Br)cc2)c2ccccc21)c1cccs1,-23.8%
COc1cc(OC)cc(C2=Cc3ccccc3C(CC(C)=O)N2c2ccc(C#CC3(O)CCCCC3)cc2)c1 (configuration not stated),-30.1%
Cc1ccc(-c2noc(-c3ccc(N4CCCCC4)c([N+](=O)[O-])c3)n2)cc1,-0.1%
COC(=O)c1ccccc1NC(=O)c1cnn2c1NC(=C1CC1)C=C2C(F)F,-23.6%
Cc1c(Cl)cccc1NC(=O)CSc1ncc(S(=O)(=O)c2ccc(C(C)C)cc2)c(=O)[nH]1,11.6%
CCOC(=O)c1c(C)c(C(=O)NCc2ccc(Cl)cc2)c(C)n1C,4.4%
CC(C)CNC(=O)C1(C)CCCN1C(=O)c1csnn1 (configuration not stated),7.9%
Cc1cc(=O)n(CC(=O)NCCC(C)C)c2c1c(C)nn2C,0.0%
CCc1ccc2cc(F)cc(F)c2n1,7.9%
Cc1cc(Br)cn2c(Cc3ccccc3C(F)(F)F)c(C3CCCCC3)nc12,9.0%
Brc1ccc2nc(C3CCCCC3)c(Cc3ccsc3)n2c1,3.0%
NC(=O)c1cccc(-c2coc3c(C(=O)NCCc4ccccc4)cccc23)c1,6.0%
Cc1c(C(=O)N2CCC2(C)C(=O)O)oc2ccccc12 (configuration not stated),12.4%
COc1ccc(NC(=O)Cn2cc(S(=O)(=O)c3ccccc3)c(=O)c3cc(C)ccc32)cc1Cl,3.5%
COc1cccc(OC)c1OCCN1CCC(C(=O)NC(c2ccccc2)c2ncccc2C)CC1 (configuration not stated),2.2%
CC(C)(C)c1ccc(SC2=C[C@@]3(O)CC[C@@H](O)[C@@](Sc4ccc(C(C)(C)C)cc4)(C2=O)[C@H]3O)cc1,-11.9%
CN(C)S(=O)(=O)Nc1ccc(-c2cn3ccsc3n2)cc1,11.2µM*
CN(Cc1ccccc1)c1ccc(-c2nc(-c3ccccc3)no2)cc1[N+](=O)[O-],2.1%
CCOc1ccccc1C(=O)Nc1cccc(-c2nc3ccccc3s2)c1,-17.6%
CCOc1ccc(CCN2C(=S)N([C@@H](CC(C)C)CN3CCC[C@@H]3CN3C(=S)NC[C@@H]3Cc3ccc(O)cc3)C[C@@H]2CC(C)C)cc1,-42.6%
CCOC(=O)c1ccc(S(=O)(=O)N2CCN(c3nc(-c4cccs4)nc4ccccc34)CC2)cc1,1.5%
CCc1nc2c(OCC(=O)C(C)(C)C)cccn2c1N(C)C(=O)Nc1ccccc1OC,0.0%
COC(=O)CSc1nnc2n(-c3ccccc3)c(=O)c3c4c(sc3n12)COC(C(C)C)C4 (configuration not stated),30.3%
CC1(C(=O)Nc2ccc3ccccc3c2)CCC(=O)N1C1CC1 (configuration not stated),19.7%
CC1=C(C(=O)N(C(C)C)C(C)C)CC(CC(=O)NC2CC2)C(=O)N1Cc1ccccc1 (configuration not stated),6.2%
O=C(CN1C(=O)CC(c2ccco2)Sc2ccccc21)Nc1ccc(OC(F)(F)F)cc1 (configuration not stated),-22.4%
CCCCc1ccc(NC(=O)COC(=O)c2ccccc2OCC(=O)Nc2ccc(Br)cc2)cc1,0.0%
CCCCC(=O)N(C)c1c(C)nc2ccc(C(=O)N3CCN(C(C)=O)CC3)cn12,21.4%
Cc1cc(NC(=O)c2ccc(Br)o2)cc(-c2nc3ccccc3o2)c1O,8.0%
Cc1cccc(NC(=O)CSc2nc3ccc(NC(=O)COc4ccccc4C)cc3s2)c1,12.6%
COc1ccc(C(=O)N2CCCC2(C)C(=O)NCC(C)C)cc1C(F)(F)F (configuration not stated),9.4%

# Grouped by structure, those above containing a furan ring, fused or not
SMILES,BRCA1 expr act
NC(=O)c1cccc(-c2coc3c(C(=O)NCCc4ccccc4)cccc23)c1,6.0%
Cc1c(C(=O)N2CCC2(C)C(=O)O)oc2ccccc12 (configuration not stated),12.4%
O=C(CN1C(=O)CC(c2ccco2)Sc2ccccc21)Nc1ccc(OC(F)(F)F)cc1 (configuration not stated),-22.4%
Cc1cc(NC(=O)c2ccc(Br)o2)cc(-c2nc3ccccc3o2)c1O,8.0%

# Other compounds.
SMILES,BRCA1 expr act
COc1ccccc1Cc1c(-c2ccc(Cl)cc2)nc2c3ccccc3ccn12,-47.4%
OCCNc1ncnc2c1ncn2[C@H]1CN(Cc2ccc(-c3ccccc3)cc2)C[C@@H](CO)O1,-18.4%
COc1ccc2oc(-c3ccc(C)c(NC(=O)Cc4ccc(Cl)cc4)c3)nc2c1,8.4%
COc1ccc(Cn2c(=O)[nH]c3cc(C(=O)NCCC(C)C)ccc3c2=O)cc1,6.6%
Cc1cc2c(cc1NS(=O)(=O)c1ccc(F)cc1)n(C)c(=O)c(=O)n2C,5.2%
Cc1cccc(OCCSc2nc3ccc(NC(=O)COc4ccccc4)cc3s2)c1,0.0%
C(=C\c1ccnc2ccccc12)/c1cccs1,-55.0%
COc1cccc(/C=C/c2nc(C#N)c(NCCc3ccc(OC)c(OC)c3)o2)c1,-8.0%
CN(C(=O)CN1CCN(c2cc(-c3cccc4oc5ccccc5c34)ncn2)CC1)c1ccccc1,12.0%
Cc1cc(Nc2ccc(F)cc2)n2c(nc3ccccc32)c1C#N,10.2%
CCc1ccc(C(=O)c2cn(CC(=O)Nc3ccc4c(c3)OCCO4)c3ccc(F)cc3c2=O)cc1,7.9%
O=NN(C(=O)NCc1cccnc1)C1CCCCC1,14.4%
O=C(NCc1ccccc1)c1cc(C2COCCN2C(=O)c2cccs2)on1 (configuration not stated),21.4%
COc1ccc(C)c2sc(N3CCN(C(=O)c4cccc(F)c4)CC3)nc12,1.5%
CCn1cc2nc(SCC(=O)Nc3ccccc3F)n(Cc3ccc(C)cc3)c(=O)c2n1,-1.9%
Cn1c(=O)n(C)c2cc(N3CCCCC3)c(NC(=O)Nc3ccc(Br)cc3)cc21,-28.6%
CCc1nc2c(OCCc3cccc(OC)c3)cccn2c1N(C)C(=O)c1ccc(OC)cc1,0.0%
COc1ccc(OCC(=O)Nc2ccc(Cl)c(-c3nc4ncccc4o3)c2)cc1,-7.1%
COc1cccc(NC(=O)CSC2=Nc3ccccc3N=C(c3ccc(F)cc3)C2)c1,-7.6%
CCOC(=O)C1(C)C=C(Nc2ccc(C(N)=O)cc2)C(=O)N1c1ccccc1 (configuration not stated),?
COc1ccc(F)cc1-c1cc(C(=O)NC2CCCCC2)[nH]n1,9.2%
Cc1cccc(-c2noc(-c3ccc(NCC4CCCO4)c([N+](=O)[O-])c3)n2)c1 (configuration not stated),0.0%
CC(=O)c1ccc[n+](C(C)CCC(C)[n+]2cccc(C(C)=O)c2)c1 (configuration not stated),16.4%
CCc1nc2ccc(C(=O)NCCN3CCNC3=O)cn2c1N(CCC(C)C)CCN(C)C,12.7%
C=CCNc1nc(NC2CCN(C)CC2)c2cc(OC)c(OC)cc2n1,-2.5%
c1ccc2c(C(c3nnnn3-c3ccc4c(c3)OCCO4)N3CCCCC3)ccnc2c1 (configuration not stated),-24.9%
COc1ccc(S(=O)(=O)N2CCC[C@H]2C(=O)N2CCC[C@H]2C(=O)N[C@H](C)c2ccccc2)cc1C,-10.9%
CCOC(=O)Cc1ccc(Nc2nc(NCc3ccccc3)nc3ccsc23)cc1,-38.0%
CC(=O)N1CCCC1c1nc2ccccc2n1Cc1ccccc1 (configuration not stated),0.0%
Cc1ccc(OCc2cc(=O)n3c(-c4ccccc4)csc3n2)cc1,10.3%
COc1ccc(OC)c(/C=C2\Cc3ccccc3C2=O)c1,0.0%
CC(C)(C)OC(=O)N1CCC[C@H]1C(=O)N1CCC[C@H]1C(=O)NCc1ccc(F)cc1F,1.0%
O=C(O)c1ccc(CN2C[C@@H](CO)O[C@@H](n3cnc4c(NCc5ccco5)ncnc43)C2)cc1,-3.2%
CC1(C(=O)Nc2cccc(Oc3ccccc3)c2)CCN1C1Cc2ccccc2C1 (configuration not stated),1.4%
COCCNc1nc2cc(-c3ccc(C)cc3)sc2c(=O)n1C,88.0%
CN1CCN(C2CN(Cc3ccc(F)cc3)S(=O)(=O)C2)CC1 (configuration not stated),12.0%
CCC(C(=O)NCc1ccccc1)n1ncn2c(cc3occc32)c1=O (configuration not stated),7.9%
CCOc1ccc(NC(=O)c2oc3ccccc3c2NC(=O)Cc2ccc(OC)c(OC)c2)cc1,11.2µM*
COc1ccc(C(C)(NC(C)=O)c2nc(-c3ccccc3OC)cs2)cc1 (configuration not stated),-18.0%
Cn1c(=O)oc2cc(S(=O)(=O)N3CCCC(C(=O)NCCc4ccccc4)C3)ccc21 (configuration not stated),1.2%
Cc1cc(C)c(Cn2c(=O)n(CCC(=O)NCc3ccc4c(c3)OCO4)c(=O)c3ccccc32)c(C)c1,1.8%
Cc1ccc(Cc2c(-c3cccc(Cl)c3)nc3c(C)cc(Br)cn23)cc1,9.2%
COc1cc(-c2cc3nc(NCCc4ccncc4)ccn3n2)cc(OC)c1OC,-50.7%
C[C@@H]1CC2=C(C(=O)OC(C)(C)O2)[C@H](c2ccc(Cl)cc2)O1,-2.4%
O=C(NCCc1ccccc1)c1ccc2nc(N3CCCCC3)sc2c1,102.0%
CCc1cc(/C=C/c2ccnc3ccccc23)ccc1N(C)C,-22.7%
CCOC(=O)N1CCC(NC(=O)c2cnn(-c3ccc(F)cc3)c2-n2cccc2)CC1,0.9%
O=C(CN1C(=O)C2(SCC(=O)N2c2cccc(Cl)c2)c2ccccc21)NC1CCCCC1 (configuration not stated),-32.2%
NC(=O)CSc1nc2ccc(NC(=O)COc3ccccc3)cc2s1,-0.1%
CCn1c(=O)cc(OCC(=O)N(C)c2cc(Cl)ccc2C)c2ccccc21,-33.6%

# Fetched one by one from above:
SMILES,BRCA1 expr act
O=C(NCCc1ccccc1)c1ccc2nc(N3CCCCC3)sc2c1,102.0%
CCc1cc(/C=C/c2ccnc3ccccc23)ccc1N(C)C,-22.7%
CCn1c(=O)cc(OCC(=O)N(C)c2cc(Cl)ccc2C)c2ccccc21,-33.6%
NC(=O)CSc1nc2ccc(NC(=O)COc3ccccc3)cc2s1,-0.1%
O=C(CN1C(=O)C2(SCC(=O)N2c2cccc(Cl)c2)c2ccccc21)NC1CCCCC1 (configuration not stated),-32.2%
COc1cc(-c2cc3nc(NCCc4ccncc4)ccn3n2)cc(OC)c1OC,-50.7%

# (continued)
SMILES,BRCA1 expr act
C=C1C=C(C(F)F)n2ncc(C(=O)NCc3ccc(Cl)cc3)c2N1,-6.2%
Cc1noc(-c2ccccc2OCC(=O)Nc2ccccc2[N+](=O)[O-])n1,-9.4%
CNc1cccc(-c2cc(OC)ccc2OC)n1,-9.8%
O=C(COc1ccccc1)OCc1cc(=O)n2nc(C3CC3)sc2n1,-4.8%
O=C(C1CCCN(S(=O)(=O)c2cccc3nsnc23)C1)N1CCN(c2cccc(Cl)c2)CC1 (configuration not stated),-4.1%
O=C(Nc1cccc(C(F)(F)F)c1)c1csc([C@@H]2O[C@H](CO)[C@H](O)[C@H](O)[C@H]2O)n1,0.0%
COc1ccccc1-c1cc(NC(=O)COc2ccccc2Cl)n(-c2ccccc2)n1,2.5%
COc1ccc(Cl)cc1C(=O)Nc1ccc2nc(Nc3cccc(Cl)c3)cc(C)c2c1,-21.3%
Cc1ccc(C(=O)c2oc3ccccc3c2NC(=O)COc2ccccc2C)cc1,13.8%
Cc1cccc(-c2nnn3c2nc(NCCC(C)C)c2ccccc23)c1,5.4%
COCCn1ccc2c(OCC(=O)Nc3c(C)cc(C)cc3C)cccc2c1=O,0.0%
Nc1ccc(NC(=O)c2cc(Cl)ccc2O)c(Cl)c1,90.7%
COc1ccc(OCCN2CCC(C(=O)NC(C)c3cccc4ccccc34)CC2)cc1 (configuration not stated),0.0%
CCNC(=O)c1cc2c(c(-c3cccc(-c4ccccc4F)c3)n1)[C@@H](CCO)N(C(=O)CC)C2,-17.2%
O=C(/C=C/[C@H]1O[C@@H](n2cnc3c(NC(=O)c4ccccc4)ncnc32)[C@H](O)[C@@H]1O)NCc1ccccc1,1.6%
Cc1ccc2nc(NC(=O)c3nc(SCc4ccccc4C)ncc3Cl)sc2c1,0.0%
CC(=O)NCCNC(=O)C1(C)Cc2c(-c3ccc(C(N)=O)cc3)ccnc2O1 (configuration not stated),-1.9%
COc1cccc(C(O)c2nc(-c3cc(F)cc(F)c3)cs2)c1 (configuration not stated),0.0%
COc1ccc(CNC(=O)C2(C)Cc3c(-c4cccc(C(N)=O)c4)ccnc3O2)cc1OC (configuration not stated),14.9%

# From PubChem BioAssay
